RGS4-Gao reg – human RGS4-Galphao interaction regulation | Multiplexed bead flow cytometry, RGS4-Galphao binding; actives lie on both sides | 220,000 tested, 0.33% active | P09471 | binding response (% of control), % at 10 µM; in the data active means binding response below about 49% or above about 150%; inactive means in between;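 further: fluorescent Galphao activated with aluminum fluoride binding bead-coupled RGS4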
Bim-Bcl-B – inhibitors of Bim-Bcl-B interaction, human; Q9HD36; bead-based flow cytometry, Bim peptide-Bcl-B binding; inhibition, % at 10 µM; 190,000 tested, 0.073% active;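 further: 0% = tracer peptide without compound and 100% = reference inhibitor peptide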
Target sequence (Q9HD36 whole entry, looked up): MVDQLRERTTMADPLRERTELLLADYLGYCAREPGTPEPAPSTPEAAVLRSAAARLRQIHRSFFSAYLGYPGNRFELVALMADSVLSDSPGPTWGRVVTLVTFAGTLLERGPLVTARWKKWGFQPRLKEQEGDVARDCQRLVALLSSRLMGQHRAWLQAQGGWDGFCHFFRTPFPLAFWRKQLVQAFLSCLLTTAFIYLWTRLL
Mcl1 Bid PPI – Mcl-1/Bid interaction inhibition. Q07820. TR-FRET Mcl-1/Bid-Dy647 peptide binding, 1536-well. inhibition, % at 21.7 µM. 220,000 tested, 0.97% active. AID 1021;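 active means compounds that cut the binding signal by more than half at the single screening dose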;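 further: His-tagged Mcl-1 with europium anti-His antibody binding Bid BH3 peptide; 0% = Mcl-1 plus peptide wells and 100% = peptide-only wells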
Target sequence (Q07820 whole entry, looked up): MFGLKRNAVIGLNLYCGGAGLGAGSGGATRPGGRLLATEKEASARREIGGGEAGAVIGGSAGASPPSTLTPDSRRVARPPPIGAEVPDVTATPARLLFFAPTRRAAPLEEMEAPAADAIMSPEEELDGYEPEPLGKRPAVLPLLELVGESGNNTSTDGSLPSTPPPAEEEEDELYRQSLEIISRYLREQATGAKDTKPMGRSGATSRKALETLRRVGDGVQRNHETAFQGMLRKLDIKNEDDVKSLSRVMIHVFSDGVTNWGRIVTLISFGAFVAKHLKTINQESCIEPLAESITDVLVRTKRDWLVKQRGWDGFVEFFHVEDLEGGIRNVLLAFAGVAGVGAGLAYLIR
Bfl-1 Bim block – human Bim-Bfl-1 interaction inhibition; Q16548; Bead-based flow cytometry, Bim-Bfl-1 binding inhibition; inhibition, % at 10 µM; 190,000 tested, 0.12% active; AID 1008;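 further: 0% = wells without compound plus tracer and 100% = blocker peptide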
RGS7-Gao reg – modulates binding of RGS7 to human Galphao; Multiplexed bead flow cytometry; actives lie on both sides; binding response (% of control), % at 10 µM; 220,000 tested, 0.35% active; AID 1439; in the data active means binding response below about 49% or above about 150%; inconclusive means no clear call, values can overlap the other calls; inactive means in between;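 further: fluorescent Galphao held in activated GDP-AlF4 state binding bead-coupled RGS7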
Bim-Bcl-XL – human Bim-Bcl-XL interaction inhibition; AID 1007; 190,000 tested, 0.04% active; Q07817; inhibition, % at 10 µM; Bim peptide-Bcl-XL binding, bead flow cytometry, fluorescence
Target sequence (Q07817 whole entry, looked up): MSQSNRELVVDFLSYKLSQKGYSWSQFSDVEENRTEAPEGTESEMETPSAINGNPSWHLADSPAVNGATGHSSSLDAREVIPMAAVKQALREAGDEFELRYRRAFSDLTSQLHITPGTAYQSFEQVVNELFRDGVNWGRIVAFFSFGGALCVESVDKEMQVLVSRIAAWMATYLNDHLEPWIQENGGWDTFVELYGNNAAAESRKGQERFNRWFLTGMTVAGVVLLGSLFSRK
Bcl-W Bim block – inhibitors of Bim-Bcl-W interaction, human. Q92843. bead-based flow cytometry, Bim peptide-Bcl-W binding. inhibition, % at 10 µM. 190,000 tested, 0.02% active. AID 952;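 further: 0% = bound tracer without compound and 100% = peptide blocker; higher means less fluorescent Bim peptide bound to Bcl-W beads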
Bim-Mcl-1 – human Bim-Mcl-1 interaction inhibition. Q07820. Bead-based flow cytometry, Bim peptide-Mcl-1 binding. inhibition, % at 10 µM. 190,000 tested, 0.1% active;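 further: 0% = no compound tracer wells and 100% = peptide blocker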
Mcl1-Noxa inh – disrupts binding of human Mcl-1 to Noxa peptide | inhibition, % at 21.7 µM | AID 1022 | 220,000 tested, 1.5% active | TR-FRET Mcl-1/Noxa peptide binding, 2 h | Q07820;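 active means compounds that cut the protein-peptide binding signal by more than 50% relative to plate controls in a single-dose test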;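 further: His-tagged Mcl-1 with rhodamine Noxa BH3 peptide and terbium anti-His antibody; 0% = Mcl-1 plus Noxa peptide wells and 100% = peptide-only wells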
RGS8-Gao reg – regulators of human RGS8-Galphao interaction; P09471; multiplexed bead flow cytometry, RGS8-Galphao binding; actives lie on both sides; response (percent of control binding), % at 10 µM; 220,000 tested, 0.34% active; in the data active means response below about 60% or above about 140%; inactive means in between;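 further: Galphao activated as the GDP aluminium fluoride complex binding bead-coupled RGS8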
Bcl-2 Bim block – human Bim-Bcl-2 interaction inhibition; P10415; Bead-based flow cytometry, Bim peptide-Bcl-2 binding; inhibition, % at 10 µM; 190,000 tested, 0.06% active; AID 950; in the data active means inhibition above about 40%; inconclusive means no clear call, values can overlap the other calls;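 further: 0% = no compound wells with probe peptide and 100% = reference peptide inhibitor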
Target sequence (P10415 whole entry, looked up): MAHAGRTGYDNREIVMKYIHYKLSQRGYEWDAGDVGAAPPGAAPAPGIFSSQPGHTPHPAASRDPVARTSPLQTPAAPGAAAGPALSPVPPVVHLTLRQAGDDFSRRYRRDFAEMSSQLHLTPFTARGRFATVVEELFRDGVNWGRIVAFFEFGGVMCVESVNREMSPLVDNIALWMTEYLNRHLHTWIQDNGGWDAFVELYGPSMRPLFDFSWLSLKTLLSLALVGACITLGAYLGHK
Numbers without * were called inactive; ? = inconclusive; · = not tested or not shown. Unless noted, no stated cut-off is given here; in the data, active means inhibition above about 40%.

SMILES	RGS4-Gao reg	Bim-Bcl-B	Mcl1 Bid PPI	Bfl-1 Bim block	RGS7-Gao reg	Bim-Bcl-XL	Bcl-W Bim block	Bim-Mcl-1	Mcl1-Noxa inh	RGS8-Gao reg	Bcl-2 Bim block
C=CCNc1nc(N2CCOCC2)c(C#N)c2c1CN(C)CC2	102.0	0.0	-15.0	-1.0	99.8	-1.0	-2.0	0.0	-1.4	102.2	0.0
O=C(Oc1c(Cl)cc(Cl)c2cccnc12)N1CCCCC1	100.7	-5.0	-21.9	-10.0	98.7	-9.0	0.0	0.0	12.1	103.8	-10.0
CCOC(=O)CN(C(=O)COc1nc(-c2ccccc2)cc(C)c1C#N)c1cccc(OC)c1	103.0	·	-11.3	·	?	·	·	·	5.2	101.9	·
CCc1c(C(C)=O)oc2ccc3c(C)cc(=O)oc3c12	100.9	·	24.0	·	?	·	·	·	10.2	100.6	·
O=C(N/N=C/c1ccc[nH]1)c1cccc(Br)c1	103.7	0.0	-19.6	0.0	101.9	-3.0	-2.0	0.0	16.1	103.7	2.0
O=C(Nc1ccccc1C(=O)N/N=C/c1ccc(O)cc1)c1ccccc1	99.6	·	-0.2	·	?	·	·	·	9.8	100.0	·
CCOC(=O)CN1C=C(c2ccc3ccccc3n2)C(C[N+](=O)[O-])c2ccccc21 (centres undefined)	103.3	-4.0	-8.0	0.0	101.0	-6.0	-4.0	-3.0	-1.2	99.4	3.0
Cc1noc(C)c1C(=O)OCC(=O)c1c(N)n(CC(C)C)c(=O)n(C)c1=O	98.6	-4.0	-14.7	-1.0	102.3	-5.0	-5.0	-5.0	1.9	99.1	0.0
C/C(=N\OCC(=O)Nn1c(C)nc2ccccc2c1=O)c1cccs1	105.2	·	-18.4	·	?	·	·	·	-1.0	98.5	·
NS(=O)(=O)c1ccc(Cl)cc1[N+](=O)[O-]	88.1	·	-1.5	·	?	·	·	·	-11.6	96.6	·
CCOC(=O)CSc1ccc(S(=O)(=O)N(CC)CC)cc1[N+](=O)[O-]	96.0	16.0	-35.0	2.0	91.5	-6.0	-2.0	-1.0	2.6	100.8	12.0
COc1ccc(NC(=O)c2c[nH]n3c(=O)cc(C4CCN(C(=O)OC(C)(C)C)CC4)nc23)cc1Cl	92.9	3.0	1.1	0.0	91.5	-2.0	0.0	12.0	39.9	95.9	-1.0
O=C(CNC(=S)N(Cc1ccccc1)Cc1cccnc1)NCCc1ccccc1	92.1	-7.0	3.8	2.0	92.5	1.0	-3.0	-1.0	13.8	82.5	-1.0
Cn1c(=O)n(C)c2cc(C(=O)O)ccc21	105.3	0.0	-8.7	-3.0	105.2	0.0	2.0	2.0	13.5	101.8	-1.0
CCN(CC)CCn1c(=N)n(CC(O)COc2cccc(C)c2)c2ccccc21 (centres undefined)	97.8	-5.0	-5.1	-4.0	?	-3.0	-2.0	1.0	8.6	97.8	-5.0
O=S(=O)(/N=C(/c1ccccc1)N1CCCCCC1)c1ccccc1	101.1	1.0	-1.8	6.0	99.6	0.0	-1.0	-1.0	10.3	100.6	-1.0
CN(Cc1ccccc1)C(=O)c1[nH]cnc1C(=O)N[C@@H](CCCCNC(=O)OC(C)(C)C)C(=O)OC(C)(C)C	104.4	73.0*	6.2	45.0*	107.5	6.0	0.0	16.0	-21.4	102.2	83.0*
O=C(NN1C(=O)C2C3C=CC(C3)C2C1=O)c1ccccc1 (centres undefined)	104.4	-4.0	-15.3	-11.0	118.1	-4.0	-1.0	1.0	1.5	117.4	-2.0
O=C(c1n[nH]c2c1CCCC2)n1ccnc1	105.5	-4.0	-9.0	-2.0	101.1	-2.0	-1.0	0.0	6.5	114.4	-1.0
O=C(NN1C(=O)C2C3c4ccccc4C(c4ccccc43)C2C1=O)c1ccc(Cl)cc1 (centres undefined)	84.4	-3.0	-8.8	-4.0	85.1	-3.0	0.0	-4.0	9.9	94.7	-3.0
O=C(NCCc1ccccc1)C1CCN(C(=O)c2sccc2-n2cccc2)CC1	104.8	-1.0	-18.9	0.0	100.5	-3.0	-3.0	-1.0	-8.2	101.8	0.0
COCCOC(=O)c1c(C)oc2ccc(NS(=O)(=O)c3ccc(F)cc3)cc12	102.2	·	-28.0	·	?	·	·	·	20.6	101.0	·
CC(C)CC(=O)Nc1ccccc1N1CCOCC1	99.5	-4.0	-38.7	-11.0	95.5	-6.0	4.0	3.0	12.7	101.1	-4.0
CCOC(=O)N/N=C(/C)c1ccc([N+](=O)[O-])o1	98.2	0.0	-27.9	0.0	99.2	0.0	1.0	0.0	5.6	99.3	2.0
N/C(Cc1ccc(Cl)cc1Cl)=N\OC(=O)c1ccc(Br)o1	97.3	·	22.5	·	?	·	·	·	13.1	97.7	·
Oc1oc(-c2ccco2)nc1C=Nc1cccc(Cl)c1	116.0	10.0	-32.7	1.0	117.4	0.0	0.0	0.0	9.3	127.0	3.0
CCOc1cc(C=O)cc(Cl)c1OCC(N)=O	91.3	0.0	-43.9	-1.0	96.3	-2.0	0.0	1.0	13.6	96.8	0.0
Cc1ccc(S(=O)(=O)N2CCN(C)CC2)c(C)c1N(C)S(=O)(=O)c1ccc(Cl)cc1	101.8	0.0	-22.8	0.0	104.5	0.0	-3.0	0.0	7.3	103.5	0.0
CC(=O)Oc1cccc(N2C(=O)C3CC=C(Cl)CC3C2=O)c1 (centres undefined)	112.5	-1.0	-19.4	-3.0	108.2	0.0	0.0	-3.0	-3.4	111.4	-4.0
N=c1occ(C(=O)c2cc(F)ccc2O)cc1C(=O)NC1CCCCC1	54.6	-1.0	-25.9	0.0	70.2	-3.0	-3.0	-2.0	3.7	85.3	0.0

Complete entries as entered above. Values in the order: RGS4-Gao reg, Bim-Bcl-B, Mcl1 Bid PPI, Bfl-1 Bim block, RGS7-Gao reg, Bim-Bcl-XL, Bcl-W Bim block, Bim-Mcl-1, Mcl1-Noxa inh, RGS8-Gao reg, Bcl-2 Bim block
O=C(NCCc1ccccc1)C1CCN(C(=O)c2sccc2-n2cccc2)CC1 reads 104.8, -1.0, -18.9, 0.0, 100.5, -3.0, -3.0, -1.0, -8.2, 101.8, 0.0
CC(C)CC(=O)Nc1ccccc1N1CCOCC1 reads 99.5, -4.0, -38.7, -11.0, 95.5, -6.0, 4.0, 3.0, 12.7, 101.1, -4.0

Later entries
SMILES	RGS4-Gao reg	Bim-Bcl-B	Mcl1 Bid PPI	Bfl-1 Bim block	RGS7-Gao reg	Bim-Bcl-XL	Bcl-W Bim block	Bim-Mcl-1	Mcl1-Noxa inh	RGS8-Gao reg	Bcl-2 Bim block
CC1(C)CC(=O)C(C(C#Cc2ccccc2)C2=C(O)CC(C)(C)CC2=O)=C(O)C1	98.2	-2.0	8.1	0.0	93.2	0.0	0.0	-5.0	56.8*	97.4	1.0
N/C(=N\OC(=O)CN1C(=O)c2ccccc2C1=O)c1ccc(Br)cc1	99.1	-2.0	-25.7	-1.0	?	0.0	0.0	0.0	-8.8	100.5	2.0
COCCNC(=S)N1CCc2cc(OC)c(OC)cc2C1COc1ccc(F)cc1 (centres undefined)	105.4	-11.0	-25.3	-3.0	103.6	-1.0	2.0	2.0	10.7	102.7	-1.0
CC(C)OC(=O)c1ccc(NC(=O)CSc2nc3ncccc3[nH]2)cc1	100.4	-9.0	-29.9	-13.0	112.3	-3.0	-3.0	-5.0	7.9	108.7	-1.0
Cc1ccc(S(=O)(=O)NNC(=O)c2sccc2-n2cccc2)cc1	99.8	-6.0	-21.4	-4.0	101.0	2.0	0.0	3.0	1.3	105.4	-2.0
CCOC(=O)C1C(=O)NC(SCC(N)=O)=C(C#N)C1c1ccccc1OCC (centres undefined)	104.4	-20.0	-9.9	-21.0	100.4	-17.0	-12.0	-11.0	8.3	100.5	-17.0
CCOC(=O)c1c(NC(=O)COC)sc(C)c1C	110.5	·	-1.4	·	107.5	·	·	·	-7.8	109.1	?
Cc1ccccc1OCCNCC(C)O (centres undefined)	102.9	-2.0	16.7	-3.0	101.0	0.0	0.0	-2.0	23.6	102.2	-2.0
CCn1ccnc1CN1CCN(CCC(C)C)C(CCO)C1 (centres undefined)	107.1	-2.0	-25.2	-5.0	106.2	-4.0	-2.0	0.0	-9.6	108.5	-2.0
Cn1cc(S(=O)(=O)N2CCc3ccccc3C2)c(=O)n(C)c1=O	106.3	-4.0	-32.2	-9.0	110.5	-3.0	0.0	0.0	3.6	118.4	-7.0
Cc1cc(Cl)ccc1N=c1ssnc1Cl	83.4	-44.0	-10.4	39.0	106.5	-6.0	0.0	-1.0	24.6	77.3	3.0
O=C1C(Cc2ccc(O)cc2)NC(=S)N1c1ccccc1 (centres undefined)	102.3	-8.0	-7.3	-2.0	101.7	-8.0	0.0	-3.0	-4.0	101.3	-11.0
Cc1ccc(S(=O)(=O)c2cc3c(=O)n4ccccc4nc3n(Cc3ccco3)c2=N)cc1C	96.4	-4.0	22.6	-6.0	92.4	-4.0	5.0	5.0	17.0	99.1	3.0
CS(=O)(=O)N(CCc1ccccc1)CC(=O)NCc1ccc(Cl)cc1	101.3	-5.0	-6.9	-5.0	104.2	-5.0	-2.0	-3.0	3.6	99.8	-3.0
COc1ccc(OC)c(C(=O)c2ccc(C(=O)N3CCCCC3)cc2)c1	95.2	2.0	-9.8	0.0	101.9	4.0	2.0	-1.0	-11.1	98.7	0.0
COc1ccc(N2CCC(CNC(=O)Nc3cccc(OC)c3)C2)cc1 (centres undefined)	91.6	-9.0	-99.8	10.0	92.2	0.0	5.0	-1.0	89.0*	96.8	2.0
C=C(C)C1CC=C(C)/C(=N\NC(=O)CCC(=O)Nc2ccc(C)c(C)c2)C1 (centres undefined)	107.6	·	3.3	·	?	·	·	·	20.5	105.2	·
CCc1nnc(NS(=O)(=O)c2ccc(NC(=S)NC(=O)c3ccncc3)cc2)s1	102.4	·	-86.1	·	?	·	·	·	3.5	101.2	·
Cc1occc1C(=O)N/N=C/c1c[nH]c2ccccc12	106.6	-5.0	-12.2	-11.0	100.2	0.0	1.0	2.0	25.6	101.9	-1.0
COc1cc(OC)cc(-c2nnc(SCC(=O)Nc3cccc(C(=O)O)c3)s2)c1	101.3	-3.0	-5.6	-4.0	100.1	0.0	-1.0	0.0	12.2	102.0	-2.0
Cc1cc2cc(C)c(NCCNC(=O)c3cccc(F)c3)nc2cc1C	101.4	-2.0	-21.3	-4.0	100.8	2.0	0.0	0.0	9.7	99.7	1.0
CCC(C)C(NC(=O)c1ccccc1NC(=O)c1ccccc1)C(=O)N1CCOCC1 (centres undefined)	95.7	-4.0	-4.1	0.0	98.5	-9.0	-4.0	-4.0	12.9	100.2	0.0
CCC(C)NC(=O)Cn1cc(S(=O)(=O)N2CCN(c3ccccc3F)CC2)c2ccccc2c1=O (centres undefined)	108.2	2.0	-22.5	5.0	103.0	-4.0	-1.0	-2.0	-26.7	103.7	2.0
Cc1nnc(C)n1/N=C/C=C/c1ccccc1	101.0	2.0	-15.2	2.0	104.6	0.0	0.0	1.0	-2.2	91.8	3.0
Cc1csc(SCC(=O)Nc2nc(-c3ccccc3)cs2)n1	100.7	-3.0	-12.8	-10.0	95.5	-2.0	-2.0	0.0	-4.2	100.3	-4.0
CN(C1=C(N2CCCCC2)C(=O)c2ccccc2C1=O)c1ccccc1	93.5	-3.0	-50.0	-3.0	92.5	-6.0	2.0	0.0	-8.1	98.0	0.0
